TPT1 inh – blocks Candida albicans tRNA 2'-phosphotransferase; AID 1962; 0.81% of 300,000 active; inhibition, % at 5 µM; recombinant caTPT1, FP RNA substrate dephosphorylation;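 active means inhibition above the mean of all tested compounds plus 3 SD, set per screening campaign, cut at about 24% in these data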;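 further: plate controls were DMSO alone for no effect and ferristatin control at 100 nM for full effect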
AHR activator – activates the human aryl hydrocarbon receptor. P35869. AHR-responsive luciferase reporter cells, luminescence. activation, % at 5 µM. 2.5% of 320,000 active. AID 2796; in the data active means activation above about 47%;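 further: 0% = vehicle wells and 100% = reference agonist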
HCV core dimer – HCV core protein dimerization inhibition; TR-FRET GST/Flag-core106 dimerization, 1536-well; 0.33% of 300,000 active; inhibition, % at 5 µM;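 active means inhibition above the mean of all tested compounds plus 3 SD, set per screening campaign, cut at about 45% in these data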
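assay system = GST-tagged and Flag-tagged HCV core protein residues 1-106 | controls = unlabelled core106 and no-GST-core106 wells | incubation = compound-protein-antibody incubation 4 h at 22.5 °C | probe or stimulus = Eu donor and XL665 acceptor anti-tag antibodies | read-out = % inhibition based on acceptor/donor emission ratio | signal = TR-FRET 671 and 617 nm emission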
PP1 inh – counter-screen for PP5 inhibitors: inhibitors of human PP1-alpha; AID 2235; inhibition, % at 6.7 µM; purified PP1alpha, OMFP fluorescence; P62136; 0.9% of 320,000 active;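 active means inhibition above the mean inhibition of all tested compounds plus 3 SD, computed separately for each screening campaign, cut at about 15% in these data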
Target sequence (P62136 whole entry, looked up): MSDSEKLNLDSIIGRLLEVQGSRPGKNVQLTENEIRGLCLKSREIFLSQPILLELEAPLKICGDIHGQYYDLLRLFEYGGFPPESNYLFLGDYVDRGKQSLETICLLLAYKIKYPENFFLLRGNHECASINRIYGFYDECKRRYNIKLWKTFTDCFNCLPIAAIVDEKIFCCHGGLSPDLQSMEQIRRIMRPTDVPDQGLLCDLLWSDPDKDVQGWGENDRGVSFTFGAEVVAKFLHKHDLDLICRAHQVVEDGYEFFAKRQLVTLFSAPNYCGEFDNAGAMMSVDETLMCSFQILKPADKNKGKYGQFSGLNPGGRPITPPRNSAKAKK
Fh CTSL1 inh – cathepsin L1 inhibition, PFM18AAP counter-screen. recombinant F. hepatica cathepsin L1, Z-Leu-Arg-MCA fluorescence. inhibition, % at 5.96 µM. 0.49% of 300,000 active;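 active means inhibition above the mean of all tested compounds plus 3 SD, set per screening campaign, cut at about 17% in these data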;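 further: 0% = plate median of test compound wells and 100% = 1 µM Z-Phe-Ala-diazomethylketone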
proCasp7 act – counter-screen for procaspase-3 activators: activators of human procaspase-7. P55210. recombinant procaspase-7, Ac-DEVD-pNA absorbance 405 nm; D23A/D198A/D206A triple mutant, cannot self-cleave; scale: DMSO 0, 5 µM enzyme 100. activation, % at 8.5 µM. 0.093% of 330,000 active;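 active means percent activation above the screen-wide mean plus 3 SD, cut at about 25% in these data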
Target sequence (P55210 whole entry D23A/D198A/D206A): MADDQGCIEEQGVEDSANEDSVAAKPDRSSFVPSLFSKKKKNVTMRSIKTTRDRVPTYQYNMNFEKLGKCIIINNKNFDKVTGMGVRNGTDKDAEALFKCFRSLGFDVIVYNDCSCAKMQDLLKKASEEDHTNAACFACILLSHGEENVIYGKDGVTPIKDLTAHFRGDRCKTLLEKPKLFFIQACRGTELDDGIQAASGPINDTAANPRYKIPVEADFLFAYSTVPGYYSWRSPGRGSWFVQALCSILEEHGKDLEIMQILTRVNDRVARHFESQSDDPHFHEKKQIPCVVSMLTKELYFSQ
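signal = Epi-absorbance of released pNA at 405 nm, two timepoints | assay system = Uncleavable procaspase-7 mutant enzyme | reagent = Ac-DEVD-pNA substrate, 400 µM as added | times = 1 h enzyme–compound preincubation and 2 h substrate reaction, both 25 °C | benchmarks = low DMSO alone, high DMSO plus 5 µM PC-7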
proCasp3 act – activators of human procaspase-3 | recombinant procaspase-3 D3A, Ac-DEVD-pNA absorbance 405 nm | 0.11% of 330,000 active | activation, % at 8.5 µM;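 active means activation above the mean of all tested compounds plus 3 SD, cut at about 21% in these data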;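 further: 0% = DMSO alone and 100% = DMSO wells spiked with extra 5 µM PC-3 D3A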
Target sequence (P42574 whole entry D9A/D28A/D175A): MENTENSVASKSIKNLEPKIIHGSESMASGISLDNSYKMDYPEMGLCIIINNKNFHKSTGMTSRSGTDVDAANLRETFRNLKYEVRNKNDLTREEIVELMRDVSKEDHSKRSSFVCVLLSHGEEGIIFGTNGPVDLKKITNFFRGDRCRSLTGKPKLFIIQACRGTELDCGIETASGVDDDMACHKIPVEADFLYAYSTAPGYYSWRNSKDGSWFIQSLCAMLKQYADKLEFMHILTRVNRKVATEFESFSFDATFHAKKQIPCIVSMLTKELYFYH
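material = Procaspase-3 D3A mutant | probe or stimulus = Ac-DEVD-pNA | compound = single dose, 8.5 µM nominal compound, 0.8% DMSO | timing = 1 h preincubation, 2 h reaction | measured by = 405 nm absorbance of p-nitroaniline, reads at 0 and 120 min | benchmarks = DMSO-only low control, 5 µM PC-3 D3A high control | repeats = singlicate, each compound tested once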
PAFAH2 inh – PAFAH2 (human) inhibition | 0.99% of 340,000 active | inhibition, % at 3.39 µM | Q99487 | recombinant PAFAH2, FP-rhodamine activity probe, fluorescence polarization;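 active means inhibition above the mean over all tested compounds plus 3 SD, cut at about 30% in these data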;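 further: inhibitors block probe labeling of enzyme so polarization drops; 0% = enzyme with DMSO and 100% = wells lacking PAFAH2 protein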
PP5 primary – PP5 (human) phosphatase inhibition. P53041. purified PP5c, OMFP substrate fluorescence. inhibition, % at 6.7 µM. 0.18% of 320,000 active. AID 1987;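 active means inhibition above the campaign's mean inhibition across all tested compounds plus 3 SD, cut at about 9.5% in these data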;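 further: 0% = DMSO only and 100% = 100 µM cantharidin control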
Active calls of the source: *; / = not tested or not shown.

SMILES	TPT1 inh	AHR activator	HCV core dimer	PP1 inh	Fh CTSL1 inh	proCasp7 act	proCasp3 act	PAFAH2 inh	PP5 primary
Cn1cnnc1SCC(=O)c1c[nH]c2ccccc12	2	67*	5	0	-2	-2	-2	-15	1.2
CC(=O)NCCC(=O)Nc1nc(-c2ccccc2Cl)cs1	4	15	4	-2	-2	3	1	1	-0.3
COc1ncccc1C(=O)N1CCCC(C(=O)c2cc(F)ccc2F)C1 (stereo not drawn)	-2	1	-11	0	1	2	1	1	1.2
C=CCN(Cc1ccc(Cl)s1)C(=O)CNC(=O)CNC(=O)c1ccc(Cl)cc1Cl	/	0	/	1	/	-4	0	-1	1.1
C=CCNC(=O)CC(=O)N/N=C/c1ccc(F)cc1	-6	3	-4	-4	-1	0	3	2	1.5
CC1CCCCC1NC(=O)COC(=O)COc1ccccc1Cl (stereo not drawn)	-2	0	-4	-2	-25	12	8	4	0.0
Cc1nn(Cc2c(F)cccc2Cl)c(C)c1[N+](=O)[O-]	1	-1	0	0	-3	3	-2	/	-1.4
COc1ccc(CC(NC(C)=O)C(=O)NC2CCN(C(=O)Nc3ccccc3C)CC2)cc1OC (stereo not drawn)	-1	-1	-3	-2	-4	7	3	-6	-1.0
Cc1ccc(C(=O)N2CCCC(C(=O)Nc3cccc(-c4ccc(F)cc4)c3)C2)cn1 (stereo not drawn)	-2	5	-1	-2	-8	3	2	-2	0.7
O=S(=O)(c1ccc(Br)cc1Cl)N1CCCN(c2ccc(C(F)(F)F)cn2)CC1	/	0	/	/	/	9	3	-4	/
Cn1cc(SCC(=O)NCC2CCCO2)c2ccccc21 (stereo not drawn)	-3	10	-7	10	3	-4	2	1	0.3
COc1ccc(S(=O)(=O)N2CCCC(C(=O)N3CCCC3)C2)cc1OC (stereo not drawn)	3	1	-2	-1	0	9	2	0	-2.3
C=CCn1c(SCc2ccc(C(=O)NCCO)cc2)nc2ccccc2c1=O	-1	-3	-5	2	6	-9	-5	-6	0.4
O=C(C(Cl)Cl)N1CCN(Cc2ccc3c(c2)OCO3)CC1	1	2	7	0	-10	2	4	5	-0.7
Cc1cc(C)nc(/N=C(\N)Nc2ccc(OCCC(C)C)cc2)n1	2	12	-7	3	-4	4	4	2	-1.7
CCn1c(CSc2nc3ccccc3s2)nnc1SCC(=O)OC(C)(C)C	-4	5	2	0	1	0	3	5	5.6
O=C(CN(CCc1ccccc1)S(=O)(=O)c1ccc(Cl)cc1)N/N=C/c1ccc2c(c1)OCO2	-2	3	8	0	1	3	-2	1	1.2
COc1ccc2nc(NC(=O)c3cccc(N4C(=O)CCC4=O)c3)sc2c1	/	1	/	0	/	-6	2	8	0.1
COc1cccc(/C=C/C(=O)OCC(=O)N2CCCC2)c1OC	/	3	/	/	/	-18	0	13	/
CCc1nnc(NC(=O)CSc2nc3cc4c(cc3cc2C)OCCO4)s1	1	3	2	0	-2	6	3	-16	1.4
COC(=O)COc1ccc(S(=O)(=O)N2CCc3ccccc3C2)cc1C	1	0	1	-1	4	10	1	10	1.1
CCOC(=O)C(C)NC(=O)C(NC(=O)C1CCC(CC)CC1)C(C)C (stereo not drawn)	-3	0	0	-4	3	2	11	5	2.9
COc1ccc(CNC(=O)c2cc(-c3cc(C)cc(C)c3O)n[nH]2)cc1	0	4	0	0	2	8	3	4	5.9
CCCCc1nc2cc(C(=O)N3CCCCC3COC)ccc2o1 (stereo not drawn)	-4	7	11	-2	-6	2	7	-4	-0.3
CCOc1ccc(/C(O)=C2/C(=O)C(=O)N(CCCn3ccnc3)C2c2cccs2)cc1Cl (stereo not drawn)	1	-1	3	3	4	-97	-59	3	2.2

Reprinted from the part before: 2 entries; new compounds follow.
SMILES	TPT1 inh	AHR activator	HCV core dimer	PP1 inh	Fh CTSL1 inh	proCasp7 act	proCasp3 act	PAFAH2 inh	PP5 primary
CCCCc1nc2cc(C(=O)N3CCCCC3COC)ccc2o1 (stereo not drawn)	-4	7	11	-2	-6	2	7	-4	-0.3
CCOc1ccc(/C(O)=C2/C(=O)C(=O)N(CCCn3ccnc3)C2c2cccs2)cc1Cl (stereo not drawn)	1	-1	3	3	4	-97	-59	3	2.2
O=C(Nc1nnc(C2CCCCC2)s1)c1cccs1	2	77*	-6	2	-1	-2	3	3	-2.5
CCc1cc(OCCOCCN(C)C)ccc1Cl	-1	-1	-5	1	0	-6	-4	-7	1.6
COc1cc(Br)c(/C=C/c2ccc3cccc(O)c3n2)cc1OC	-3	11	-5	4	0	2	3	1	1.3
COc1ccc(C(CC(=O)c2ccc(O)cc2)S(=O)(=O)c2ccc(C)cc2)cc1 (stereo not drawn)	1	1	7	1	6	-9	-4	2	4.6
COc1cc(NC(=O)c2ccc(Br)o2)ccc1NC(=O)C(C)C	-1	15	-4	0	4	-2	2	3	0.3
CN(C)c1cccc2c1C(=O)c1ccccc1C2=O	-6	1	-32	4	-1	-12	-8	-2	3.9
CCc1noc(C)c1C(=O)Nc1cccc2ncccc12	0	2	5	4	-2	13	2	0	2.1
O=C(COC(=O)/C=C/c1ccccc1)NC(=O)NCc1ccccc1	/	1	/	1	/	15	0	1	-0.2
COc1ccc(S(=O)(=O)N(C)C)cc1NC(C)C(=O)Nc1cccc(C#N)c1 (stereo not drawn)	6	1	7	-2	-2	1	4	-2	1.7
COc1ccc(-c2csc(NC(=O)c3ccccc3S(C)(=O)=O)n2)cc1	3	-4	2	-20	-3	-5	2	0	11*
CN(CC(=O)N1CCCC1)S(=O)(=O)c1cc(Cl)ccc1Cl	1	6	-7	1	-2	2	11	3	1.0
O=C(N1CCNCC1)N1CCOCC1	-1	0	-4	2	-2	13	-5	/	-1.1
Cc1noc(C)c1C(=O)OCC(=O)c1cc(C)n(Cc2ccccc2Cl)c1C	-2	-2	5	8	1	-2	-6	-7	2.9
COc1ccc(C(C)(C)C)cc1NC(=O)C1=CC=CN2CCS(=O)(=O)N=C12	/	20	/	/	/	1	-5	-1	/
O=C(NC1(C(F)(F)F)N=C(c2ccccc2)NC1=O)c1ccc(Cl)cc1Cl (stereo not drawn)	-2	0	-2	0	-1	0	0	3	1.0
N#Cc1ccccc1NC(=O)CN1C(=O)NC2(CCCC2)C1=O	3	18	1	-1	0	8	8	-6	-1.2
COC(=O)c1cc2ccsc2n1Cc1cccc(F)c1	-3	1	4	-4	2	-3	-4	-8	-1.3
Oc1ccccc1C1=NCCNC(C(F)(F)F)=C1	-3	-1	0	-4	1	3	4	0	0.6
Cc1nnc(NC(=O)Cn2cnc3c2c(=O)n(C)c(=O)n3C)s1	0	-1	-4	-4	0	4	5	5	-3.5
Cc1nn(-c2ccccc2)c(C)c1C(=O)OCC(=O)N1CCN(S(=O)(=O)c2ccccc2)CC1	-1	2	-10	-3	-3	3	-8	1	0.2
CC(C)CC(NC(=O)C(CC(C)C)NC(=O)OC(C)(C)C)C(N)=O (stereo not drawn)	-3	-1	-9	-1	6	0	2	0	0.9
COCCCNCCCCOc1ccc(Br)cc1C	-6	2	-12	1	-1	2	-3	-14	2.1
CCOC(=O)Cc1c(C)nc(-c2ccccc2)[nH]c1=O	-4	8	2	-2	1	-2	7	0	-0.1
COc1ccc(OC)c(C2=NNC(=NCc3ccc4c(c3)OCO4)SC2)c1	1	6	23	5	3	-2	-4	-2	1.7
O=C(Nc1cccc(F)c1)Nc1ccc2c(c1)CCC2	-1	-4	7	-3	0	-11	-3	-4	5.1

Remaining list, next part
SMILES	TPT1 inh	AHR activator	HCV core dimer	PP1 inh	Fh CTSL1 inh	proCasp7 act	proCasp3 act	PAFAH2 inh	PP5 primary
CCOC(=O)c1cc2cc(OC)ccc2[nH]1	4	8	1	0	2	-3	-7	6	-1.1
CC1=NN(c2ccc(C)c(C)c2)C(=O)/C1=C\C=C\c1ccc([N+](=O)[O-])o1	0	5	63*	3	0	-4	-3	5	0.6
Cc1nnc(NC(=O)CSc2cn(Cc3ccccc3)c3ccccc23)s1	-1	6	3	3	1	2	3	-2	-1.4
CCCCCN(C(=O)CCC(=O)OCc1cc(C(C)=O)ccc1OC)c1c(N)n(CCCC)c(=O)[nH]c1=O	-2	-1	1	3	-4	10	-14	6	3.5
O=C(CSc1nnc(-c2cccnc2)o1)NNC(=O)c1ccc(Br)cc1	0	3	-1	-4	-3	-1	4	0	-1.0
CSc1cccc(NC(=O)CSc2ccccc2)c1	-2	2	0	5	2	-15	11	0	2.6
COc1ccc(N(C)S(=O)(=O)c2cccc(C(=O)OC(C(=O)Nc3cc(C)cc(C)c3)c3ccccc3)c2)cc1 (stereo not drawn)	-4	12	33	10	-3	7	0	-39	0.3
O=C(Cn1ncc2c3ccccc3n(Cc3cccc(Cl)c3)c2c1=O)NCC1CCCO1 (stereo not drawn)	29*	1	1	2	5	7	4	13	0.8
CCC(=O)c1c[nH]c(C(=O)NCC2CCCO2)c1 (stereo not drawn)	3	9	-9	3	1	-5	-1	1	1.6

7 compounds from above, limited to PP1 inh and proCasp7 act:
canonical_smiles,PP1 inh,proCasp7 act
COc1ccc(S(=O)(=O)N(C)C)cc1NC(C)C(=O)Nc1cccc(C#N)c1 (stereo not drawn),-2,1
COc1ccc(-c2csc(NC(=O)c3ccccc3S(C)(=O)=O)n2)cc1,-20,-5
CN(CC(=O)N1CCCC1)S(=O)(=O)c1cc(Cl)ccc1Cl,1,2
O=C(N1CCNCC1)N1CCOCC1,2,13
Cc1noc(C)c1C(=O)OCC(=O)c1cc(C)n(Cc2ccccc2Cl)c1C,8,-2
COc1ccc(C(C)(C)C)cc1NC(=O)C1=CC=CN2CCS(=O)(=O)N=C12,/,1
O=C(NC1(C(F)(F)F)N=C(c2ccccc2)NC1=O)c1ccc(Cl)cc1Cl (stereo not drawn),0,0
